PREPL inhibitor: PREPL enzyme inhibitors, primary screen, biochemical, fluorescence polarization; recombinant PREPL, fluorescence polarization activity-based probe; hit rate 0.68% among 320,000; Prolyl endopeptidase-like (Homo sapiens), Q4J6C6; inhibition, % at 5.96 µM; in the data active means inhibition above about 43%;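 further: 0% = enzyme with DMSO and 100% = wells lacking enzyme; many of its hits are not listed in these tables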
Target sequence (Q4J6C6 whole entry, looked up): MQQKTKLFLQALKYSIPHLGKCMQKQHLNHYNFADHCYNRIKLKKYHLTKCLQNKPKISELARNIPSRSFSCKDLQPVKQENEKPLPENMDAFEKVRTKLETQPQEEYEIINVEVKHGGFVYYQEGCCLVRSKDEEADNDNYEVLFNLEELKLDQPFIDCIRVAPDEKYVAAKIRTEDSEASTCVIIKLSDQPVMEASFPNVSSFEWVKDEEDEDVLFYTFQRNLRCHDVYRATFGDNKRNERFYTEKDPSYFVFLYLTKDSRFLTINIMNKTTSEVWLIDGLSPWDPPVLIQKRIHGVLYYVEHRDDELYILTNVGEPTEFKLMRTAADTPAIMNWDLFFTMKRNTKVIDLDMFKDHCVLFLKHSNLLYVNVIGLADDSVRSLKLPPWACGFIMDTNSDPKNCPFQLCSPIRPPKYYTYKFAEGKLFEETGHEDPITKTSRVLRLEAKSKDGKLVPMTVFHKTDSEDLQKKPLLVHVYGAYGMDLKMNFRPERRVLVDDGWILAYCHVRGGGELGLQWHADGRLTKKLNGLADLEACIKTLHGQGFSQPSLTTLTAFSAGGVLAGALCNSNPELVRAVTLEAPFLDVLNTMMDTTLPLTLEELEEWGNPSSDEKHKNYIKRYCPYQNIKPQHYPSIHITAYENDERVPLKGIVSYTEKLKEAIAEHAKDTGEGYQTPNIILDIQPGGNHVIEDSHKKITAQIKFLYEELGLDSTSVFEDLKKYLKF
pPAFAH FP inh: pPAFAH enzyme inhibitors, primary screen, biochemical, fluorescence polarization, human. Platelet-activating factor acetylhydrolase (Homo sapiens), Q13093. recombinant pPAFAH, FP-rhodamine probe fluorescence polarization. inhibition, % at 3.39 µM. hit rate 1.5% among 330,000;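 active means inhibition above the mean inhibition across the screen plus 3 SD, cut at about 25% in these data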;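 further: inhibitors block binding of the rhodamine activity-based probe so polarization drops; 0% = enzyme with DMSO and 100% = wells lacking pPAFAH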
PAFAH1B2 inh: PAFAH1B2 enzyme inhibitors, primary screen, biochemical, fluorescence polarization, human. Platelet-activating factor acetylhydrolase IB subunit alpha2 (Homo sapiens), P68402. recombinant PAFAH1B2, FP-rhodamine activity probe. inhibition, % at 3.39 µM. hit rate 1.2% among 340,000. AID 492953, 2010;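 active means inhibition above the mean of all tested compounds plus 3 SD, cut at about 24% in these data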;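 further: 0% = enzyme with DMSO and 100% = wells lacking PAFAH1B2; many of its hits are not listed in these tables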
PAFAH1B3 inh: PAFAH1B3 enzyme inhibitors, primary screen, biochemical, fluorescence polarization, human; Platelet-activating factor acetylhydrolase IB subunit alpha1 (Homo sapiens), Q15102; AID 492972, 2010; inhibition, % at 3.39 µM; recombinant PAFAH1B3, FP-rhodamine probe; hit rate 0.28% among 340,000;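 active means inhibition above the screen-wide average of all tested compounds plus 3 SD, cut at about 25% in these data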;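 further: 0% = enzyme with DMSO only and 100% = wells lacking PAFAH1B3 protein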
Target sequence (Q15102 whole entry, looked up): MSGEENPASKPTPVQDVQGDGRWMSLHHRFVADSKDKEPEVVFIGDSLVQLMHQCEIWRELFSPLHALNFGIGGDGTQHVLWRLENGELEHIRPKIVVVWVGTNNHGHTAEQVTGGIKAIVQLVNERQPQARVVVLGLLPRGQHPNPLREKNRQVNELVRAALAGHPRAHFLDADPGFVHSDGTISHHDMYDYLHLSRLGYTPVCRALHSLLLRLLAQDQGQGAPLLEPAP
PAD4 inh: human PAD4 inhibitors, primary screen, biochemical, fluorescence polarization, 1536-well format. Protein-arginine deiminase type-4 (Homo sapiens), Q9UM07. recombinant PAD4, RCA probe fluorescence polarization. inhibition, % at 6.36 µM. hit rate 0.41% among 330,000. AID 485272, 2010;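 active means percent inhibition above a cutoff equal to the mean of all tested compounds plus 3 SD, cut at about 15% in these data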;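 further: 0% = PAD4 with RCA probe and DMSO and 100% = probe without PAD4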
LYPLA2 counter: LYPLA2 inhibitors, primary screen, counter-screen for PME1 inhibitor project, biochemical, fluorescence polarization, FP-Rh probe ABPP. recombinant LYPLA2. inhibition, % at 5.9 µM. hit rate 0.38% among 320,000;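 active means inhibition above the screen-wide mean plus 3 SD, limit set per campaign, cut at about 26% in these data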;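 further: 0% = LYPLA2 with DMSO and 100% = wells lacking LYPLA2 enzyme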
LYPLA1 inh: LYPLA1 inhibitors, primary screen, counter-screen for PME1 inhibitor project, biochemical, fluorescence polarization, FP-Rh probe ABPP; AID 2174, 2009; inhibition, % at 5.9 µM; recombinant LYPLA1; hit rate 0.16% among 320,000;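 active means inhibition above the mean of all tested compounds plus 3 SD, set per campaign, cut at about 14% in these data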;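 further: inhibitors block serine hydrolase probe labeling of LYPLA1 so polarization falls; 0% = enzyme with DMSO and 100% = wells lacking LYPLA1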
GSTO1 inh: inhibitors of recombinant GSTO1, primary screen, counter-screen for RBBP9 inhibitor project, biochemical, fluorescence polarization; Glutathione S-transferase omega-1 (Homo sapiens), P78417; activity-based probe fluorescence polarization; inhibition, % at 5.96 µM; hit rate 1.1% among 300,000; AID 1974, 2009;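 active means inhibition above the campaign mean inhibition plus 3 SD, cut at about 35% in these data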;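 further: 0% = GSTO1-1 with DMSO and 100% = wells lacking GSTO1-1 enzyme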
PAFAH2 FP inh: PAFAH2 enzyme inhibitors, primary screen, biochemical, fluorescence polarization, human; inhibition, % at 3.39 µM; recombinant PAFAH2, FP-rhodamine activity probe; AID 492956, 2010; hit rate 0.99% among 340,000; Platelet-activating factor acetylhydrolase 2, cytoplasmic (Homo sapiens), Q99487;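 active means inhibition above the mean over all tested compounds plus 3 SD, cut at about 30% in these data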;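 further: inhibitors block probe labeling of enzyme so polarization drops; 0% = enzyme with DMSO and 100% = wells lacking PAFAH2 protein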
Starred values were filed as active, the others as inactive; x = no result given.

SMILES | PREPL inhibitor | pPAFAH FP inh | PAFAH1B2 inh | PAFAH1B3 inh | PAD4 inh | LYPLA2 counter | LYPLA1 inh | GSTO1 inh | PAFAH2 FP inh
Cc1ccc(CCN2CC(C(=O)NCc3ccco3)CC2=O)cc1 (centres undefined) | -2 | 6 | 5 | -5 | -5 | 7 | 0 | 6 | 0
CC(=O)c1cc2c(cc1N/C(=N/S(=O)(=O)c1ccc(C)cc1)c1ccccc1)OCO2 | -4 | -4 | 1 | 5 | -4 | -1 | -2 | -12 | 1
CCC(C(=O)c1ccccc1)N(C(=O)c1ccccc1Cl)N1C(=O)C2C3C=CC(C3)C2C1=O (centres undefined) | -1 | 2 | -1 | -4 | 6 | -2 | 3 | 0 | 4
CC1(C(=O)OCC(=O)c2c[nH]c3ccccc23)CC1(Cl)Cl (centres undefined) | 4 | 6 | 1 | 5 | 0 | -2 | -1 | 0 | 3
CCN(CC)CCN(Cc1cc2cc3c(cc2[nH]c1=O)OCO3)C(=S)NC | 2 | 0 | 3 | -1 | 2 | -6 | -4 | -2 | 2
CCC(C)Nc1nc(N)c([N+](=O)[O-])c(Nc2cc(OC)ccc2OC)n1 (centres undefined) | 28 | 29* | 6 | 9 | 0 | -7 | 1 | -7 | 13
CC(=O)Nc1ccc(/C=C2\Sc3ccccc3C2=O)cc1 | -4 | 4 | 5 | -3 | -1 | -2 | -2 | -4 | -4
COc1ccc(NC2=C(Cl)C(=O)N(CCc3ccccc3)C2=O)cc1 | 8 | 7 | -1 | 2 | 0 | 11 | -1 | 28 | 3
CCc1cc2c(=O)[nH]c(Cc3ccc(Cl)cc3)nc2s1 | -1 | 3 | 0 | 3 | -2 | -3 | -2 | -8 | 2
Nc1nnc(CCN2C(=O)CSC2=O)s1 | 7 | -3 | 3 | 11 | -2 | 7 | 2 | 5 | -6
Cn1nc(-c2ccccc2)c(C(O)c2ccc(Cl)cc2)c1Cl (centres undefined) | 11 | 5 | 3 | -2 | -1 | -9 | -1 | -2 | 7
O=C(Nc1cccc(-c2nc3ccccc3s2)c1)c1cc(=O)c2ccccc2o1 | 1 | 2 | -1 | -5 | -7 | -7 | -11 | -3 | -7
CC1=C(C(=O)OCCOC(C)C)C(c2cc3c(cc2Br)OCO3)CC(=O)N1 (centres undefined) | 9 | 0 | -4 | 15 | 0 | -3 | -2 | -3 | -5
COc1cccc(NC(=O)CN(C)C(C)C(=O)N2CCCC2)c1 (centres undefined) | 1 | 3 | 3 | 10 | -4 | 4 | 3 | x | -1
Cc1ccc2oc(=O)c3cnn(CC(=O)NC4CCC(C)CC4)c3c2c1 (centres undefined) | -7 | -1 | 3 | 0 | 10 | -1 | -1 | -7 | 3
Cc1nc(NC(=O)CC(C)C)sc1-c1csc(Nc2ccc(Cl)cc2Cl)n1 | 11 | 7 | 1 | 8 | -2 | -13 | -13 | -5 | 8
COc1cccc(CSc2nnnn2-c2ccc(O)cc2)c1 | -7 | -2 | 6 | 4 | -3 | -3 | -3 | -4 | -3
COc1ccc(-n2nc(C(=O)NCC(=O)NCCCN3CCOCC3)c3ccccc3c2=O)cc1 | 0 | 2 | 5 | 2 | -6 | -2 | -3 | -2 | 7
COc1ccc(Cl)cc1N(C(=O)Nc1cccc(Cl)c1)C1=NCC(C)S1 (centres undefined) | -1 | -5 | 2 | -10 | -3 | 2 | -4 | 2 | 1
CCOc1ccc(-c2n[nH]c(=S)o2)cc1 | 6 | -2 | 3 | 1 | 3 | -4 | 0 | 0 | 9
CCOC(=O)Cc1nnc(NC(=O)CSc2ccc(Cl)cc2)s1 | -4 | 10 | -34 | 7 | -2 | -6 | -7 | -11 | -9
CCCc1cc(=O)[nH]c(SC/C=C/c2ccccc2)n1 | -4 | 4 | x | x | -2 | 3 | 2 | -16 | x
Cc1cccc(/N=C/c2nc(-c3ccccc3Br)oc2O)n1 | 7 | 32* | 4 | 3 | 3 | 20 | 3 | -8 | 66*
Cn1nnnc1SCC(=O)NC(=O)NCc1ccccc1 | 4 | 4 | -1 | 2 | -2 | 6 | -2 | 0 | 2
COc1cccc(C(=O)Cn2c(=O)n(CCC(=O)NCC3CCCO3)c(=O)c3cc(OC)c(OC)cc32)c1 (centres undefined) | -3 | 4 | 2 | 11 | -2 | -6 | 2 | 4 | -5

(further entries)
SMILES | PREPL inhibitor | pPAFAH FP inh | PAFAH1B2 inh | PAFAH1B3 inh | PAD4 inh | LYPLA2 counter | LYPLA1 inh | GSTO1 inh | PAFAH2 FP inh
Oc1cc(NCc2ccc(F)cc2)cc2cccnc12 | 31 | 7 | 4 | 18 | -16 | x | x | x | 5
N#Cc1cc(C(=O)c2cc(F)ccc2O)cn(Cc2ccccc2)c1=O | -61 | 2 | -1 | 3 | -10 | -4 | 0 | 4 | 1
COc1cccc2c1OC1(C)CC2NC(=O)N1 (centres undefined) | 0 | -3 | 1 | 9 | 1 | -2 | -2 | 6 | -5
O=C(NC1CCCCC1)c1cc(Cl)nc2ccccc12 | 6 | 4 | 7 | 4 | -4 | 4 | 0 | 2 | 4
CCC1(C)Cc2c(sc3nnn(CC(=O)Nc4ccc(Cl)cc4)c(=O)c23)CO1 (centres undefined) | 6 | -1 | 4 | 1 | -2 | -18 | -25 | -11 | -6
CCN(Cc1nc(-c2cccc(C)c2)no1)C(=O)c1ccco1 | 2 | 5 | -1 | 6 | 3 | 10 | 2 | 1 | 8
CCOC(=O)N1CCN(C(=O)c2cnsn2)CC1 | 17 | -8 | 1 | 4 | 9 | 2 | -1 | 18 | 4
CCn1c(COc2ccccc2)nnc1SCC(=O)Nc1ccc(N2CCOCC2)cc1 | 0 | 6 | 1 | 3 | -1 | -1 | 1 | 2 | 3
CC(O)c1nc2ccccc2n1Cc1nnc(-c2ccc(Cl)cc2)o1 (centres undefined) | -28 | -5 | 3 | 11 | 3 | 6 | -3 | 6 | 7
CC(=O)C(C(C)=O)c1c(Cl)c(O)c(O)c2c(C(=O)c3ccccc3)coc12 | 12 | 59* | 0 | -9 | -1 | -2 | -1 | 58* | 10
c1cncc(-c2cn(C[C@H]3CC[C@H](Cn4cc(-c5cccnc5)nn4)O3)nn2)c1 | x | 4 | 4 | 3 | 0 | x | x | x | -2
CN(C)CCNc1nc2c(c(=O)[nH]c(=O)n2C)n1CC(O)COc1ccc(Cl)cc1 (centres undefined) | 20 | 10 | 2 | -3 | 2 | 8 | 1 | 7 | -7
C[C@H]1[C@H]2c3nc4ccccc4n3C[C@H]1ON2C1CCCCC1 | 0 | 2 | 2 | 3 | 2 | 11 | 3 | 1 | -1
C=CC(C)(C)O[C@@H]1O[C@H](CO)[C@@H](O)[C@H](O)[C@H]1O | 19 | 2 | 6 | -4 | 0 | 3 | 5 | x | -4
CC(C)[C@H](NC(=O)c1ccc(Cl)cc1Cl)C(=O)NNC(=O)c1ccco1 | 11 | 7 | 1 | 1 | 0 | x | x | x | -5
Cc1ccc(OCc2nnc(NC(=O)OCC(C)C)s2)cc1 | 12 | 19 | 5 | 6 | -1 | -2 | -3 | -1 | 3
O=C(CC1C(=O)NCCN1C1CCCC1)NCc1cccc(OC(F)(F)F)c1 (centres undefined) | 0 | 1 | 5 | 7 | 1 | -3 | 0 | 5 | -1
OCCCc1nc2n(n1)C(c1cccs1)C=C(c1ccccc1)N2 (centres undefined) | 9 | 12 | x | x | -3 | -6 | -2 | 6 | x
N#CC1=C(N2CCCCC2)c2cc3c(n2C1=O)CCCC3 | -12 | 8 | 5 | 11 | 3 | -1 | 10 | -7 | 4
CCCC1CC(=O)OC1(C)C(=O)CSc1n[nH]c(-c2ccccc2)n1 (centres undefined) | -2 | 8 | x | x | -1 | 3 | 0 | -9 | x
CCCc1c(C(=O)N/N=C/C(C)=C/c2ccccc2)nnn1-c1nonc1N | 8 | 0 | 0 | 11 | 2 | 6 | 0 | -7 | 4
CC(=O)Nc1ccc(NC(=O)C(C)OC(=O)CNS(=O)(=O)/C=C/c2ccc(C)cc2)cc1 (centres undefined) | 5 | 2 | 1 | 7 | -4 | 1 | -2 | -2 | -2
CSCCC(NC(=O)c1ccco1)C(=O)NNC(=O)c1n[nH]c(=O)c2ccccc12 (centres undefined) | 12 | -2 | 5 | 9 | -4 | x | x | x | -1
CCCCc1cc(=O)oc2cc(OCC(=O)NCCN3CCOCC3)ccc12 | -6 | 2 | 2 | 3 | 3 | 4 | 2 | 13 | 0
CCc1ccc(OCC(=O)NC(NC(=S)Nc2ccc(C)cc2C)C(Cl)(Cl)Cl)cc1 (centres undefined) | 13 | -8 | -2 | 3 | -5 | -3 | 0 | -9 | 0

Further entries follow:
SMILES | PREPL inhibitor | pPAFAH FP inh | PAFAH1B2 inh | PAFAH1B3 inh | PAD4 inh | LYPLA2 counter | LYPLA1 inh | GSTO1 inh | PAFAH2 FP inh
COc1cccc(CN2CCC(n3nccc3NC(=O)CCOc3ccccc3)CC2)c1 | 18 | 5 | 3 | 8 | 0 | -5 | 1 | -19 | 16
COC(=O)CC/C(O)=C1\C(=O)CC(C)(C)CC1=NCc1nc2ccccc2[nH]1 | 3 | -4 | -4 | 7 | 0 | 2 | 3 | 4 | -4
CCOC(=O)N1CCC(N2CCCC(C(=O)c3cccc(OC(C)C)c3)C2)CC1 (centres undefined) | 18 | 1 | 1 | 7 | 4 | 6 | 1 | 3 | -15
COc1ccccc1C1NC(=O)NC(C)=C1C(=O)OC1CCCC(C)C1 (centres undefined) | 9 | 7 | 6 | 2 | 2 | 10 | 0 | -23 | 3
CCOc1ccc(-n2c(SCC(=O)NC)nnc2-c2ccco2)cc1 | 2 | 2 | -1 | 6 | 4 | 7 | 0 | -6 | -4
O=C(Nc1nnc(S(=O)(=O)N2CCOCC2)s1)c1ccccc1F | 19 | 3 | 0 | 2 | -2 | 0 | 2 | -13 | 6
Cn1c(N)c(C(C[N+](=O)[O-])c2c(F)cccc2Cl)c(=O)n(C)c1=O (centres undefined) | 12 | 4 | 1 | -2 | 0 | 3 | -10 | 5 | 1

Profiles from above. Order of values: PREPL inhibitor	pPAFAH FP inh	PAFAH1B2 inh	PAFAH1B3 inh	PAD4 inh	LYPLA2 counter	LYPLA1 inh	GSTO1 inh	PAFAH2 FP inh
Shown for `COC(=O)CC/C(O)=C1\C(=O)CC(C)(C)CC1=NCc1nc2ccccc2[nH]1` → 3	-4	-4	7	0	2	3	4	-4
Shown for `COc1cccc(CN2CCC(n3nccc3NC(=O)CCOc3ccccc3)CC2)c1` → 18	5	3	8	0	-5	1	-19	16
Shown for `COc1ccccc1C1NC(=O)NC(C)=C1C(=O)OC1CCCC(C)C1` (centres undefined) → 9	7	6	2	2	10	0	-23	3
Shown for `CCOC(=O)N1CCC(N2CCCC(C(=O)c3cccc(OC(C)C)c3)C2)CC1` (centres undefined) → 18	1	1	7	4	6	1	3	-15
Shown for `Cn1c(N)c(C(C[N+](=O)[O-])c2c(F)cccc2Cl)c(=O)n(C)c1=O` (centres undefined) → 12	4	1	-2	0	3	-10	5	1

Compound activity deposited in PubChem BioAssay by The Scripps Research Institute Molecular Screening Center.

This is a subset; count on the stated rates, not on these rows.
